CHT block – human CHT choline transport inhibition | AID 488975 | actives 0.86% (n = 310,000) | CHT-expressing cells, membrane potential dye, choline response; active compounds read low | B-score at 10 µM | Q9GZV3;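 active = B-score over 3 SD under the library average, and starting fluorescence ratio not unusually high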;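 also: choline stimulus applied at its EC90 after an EC20 pre-addition; B-score computed on integrated fluorescence ratio after choline addition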
Target sequence (Q9GZV3 whole entry, looked up): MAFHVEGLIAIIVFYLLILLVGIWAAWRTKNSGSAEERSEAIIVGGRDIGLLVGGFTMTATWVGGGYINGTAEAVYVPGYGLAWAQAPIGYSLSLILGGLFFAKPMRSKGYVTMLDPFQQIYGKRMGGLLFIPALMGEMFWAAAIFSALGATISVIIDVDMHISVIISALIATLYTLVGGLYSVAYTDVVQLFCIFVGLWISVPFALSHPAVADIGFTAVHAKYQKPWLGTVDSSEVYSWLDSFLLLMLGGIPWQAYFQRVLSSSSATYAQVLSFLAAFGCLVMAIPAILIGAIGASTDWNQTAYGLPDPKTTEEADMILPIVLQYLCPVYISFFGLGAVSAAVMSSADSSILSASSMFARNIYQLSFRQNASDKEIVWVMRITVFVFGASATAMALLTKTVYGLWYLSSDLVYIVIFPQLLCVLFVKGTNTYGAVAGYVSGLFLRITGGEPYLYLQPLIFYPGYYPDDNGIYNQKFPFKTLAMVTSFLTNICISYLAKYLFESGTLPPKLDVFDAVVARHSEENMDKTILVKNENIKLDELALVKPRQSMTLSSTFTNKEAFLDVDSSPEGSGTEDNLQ
STK33 kinase inh – blocks human STK33 kinase activity | Q9BYT3 | purified STK33, MBP phosphorylation, ADP-Glo luminescence | inhibition, % at 10 µM | actives 0.073% (n = 320,000) | AID 2661;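 active = inhibition at or above 25%, using the most active replicate where run in duplicate; inactive = inhibition below 25%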
Target sequence (Q9BYT3 whole entry, looked up): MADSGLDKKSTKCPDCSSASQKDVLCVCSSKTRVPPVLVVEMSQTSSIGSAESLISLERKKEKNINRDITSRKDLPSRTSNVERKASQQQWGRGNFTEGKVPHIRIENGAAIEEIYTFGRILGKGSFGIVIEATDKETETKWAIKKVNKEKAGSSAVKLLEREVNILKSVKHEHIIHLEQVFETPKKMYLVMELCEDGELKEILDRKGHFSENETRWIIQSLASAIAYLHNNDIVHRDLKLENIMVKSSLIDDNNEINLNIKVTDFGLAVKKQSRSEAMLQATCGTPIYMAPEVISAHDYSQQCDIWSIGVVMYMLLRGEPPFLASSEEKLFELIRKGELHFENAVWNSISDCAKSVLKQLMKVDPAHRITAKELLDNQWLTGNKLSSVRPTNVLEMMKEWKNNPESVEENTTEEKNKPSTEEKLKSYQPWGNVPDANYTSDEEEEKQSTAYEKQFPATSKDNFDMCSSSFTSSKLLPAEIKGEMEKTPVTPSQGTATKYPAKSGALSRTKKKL
CHT allo act – human CHT allosteric activation; Q9GZV3; CHT-expressing cells, membrane potential dye, choline EC20; active compounds read high; LV-AA mutant CHT in HEK293 cells; B-score at 10 µM; actives 0.49% (n = 310,000); AID 488977;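 active = initial fluorescence not abnormally high and integrated response B-score, plate-corrected, over 3 SD above library mean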
* hit, by the source's call; i = inactive; / = not tested or not shown.

SMILES | CHT block | STK33 kinase inh | CHT allo act
Cc1ccc(/C=N/NC(=O)c2nnn(-c3nonc3N)c2CSc2ccccc2)s1 | i | -0.7 | i
CN(C)S(=O)(=O)c1ccc(C(=O)OCn2nnc3ccccc3c2=O)cc1 | i | 0.7 | i
Cc1ccc(C)n1CCN1CCN(C(=O)CC#N)CC1 | i | -2.2 | i
Cc1ccc(S(=O)(=O)N(C)c2ccc(C(=O)NCc3ccccc3F)cc2)cc1 | i | -0.6 | i
CSc1ccc(/C=C(\NC(=O)c2ccc(C)cc2)C(=O)NN)cc1 | i | -0.8 | i
Cc1ccc[n+](CC(=O)Nc2nc3ccccc3s2)c1 | i | / | i
Cc1c(C(=O)OC2CCCC2)[nH]c2c1C(=O)CC(c1ccco1)C2 (stereo not given) | i | 6.7 | i
COc1cc(CC(=O)OCC(=O)Nc2cccc([N+](=O)[O-])c2)cc(OC)c1OC | i | -0.7 | i
Cn1c(Cc2cccs2)nnc1SCC(=O)Nc1ccc(F)cc1F | i | -1.1 | i
COc1ccc(OC)c(C(C(=O)NC2CCCCC2)N(C(=O)c2ccccn2)c2cccnc2)c1 (stereo not given) | i | -2.2 | i
Cc1ccc(C(=O)Cn2c(C)cc(C)c(C#N)c2=O)cc1 | i | 11.7 | i
O=C(Nc1ccc(N2CCCC2)cc1)C(Cl)c1ccccc1 (stereo not given) | i | 1.0 | i
CN(C)c1ccc(/C=C(\NC(=O)c2ccccc2)C(=O)N/N=C/c2ccc(C(=O)O)cc2)cc1 | i | -2.2 | i
Cn1c(CO)cnc1S(=O)(=O)Cc1ccc([N+](=O)[O-])cc1 | i | -0.3 | i
C=CCNC(=O)COc1ccc(S(=O)(=O)NC2CCCCC2)cc1 | i | -1.3 | i
CCCCOC(=O)c1ccc(NC(=S)NC(=O)c2c(Br)c(C)nn2C)cc1 | i | -1.4 | i
CCOc1ccc(C(=O)Nc2ccc(NC(=O)c3ccccc3)c(C)c2)cc1[N+](=O)[O-] | i | 4.3 | i
COc1cc(O)c(C(CC(=O)N2CCCC(C)C2)c2cc(OC)c(OC)c(OC)c2)c(OC)c1 (stereo not given) | i | -0.4 | i
COc1cccc(CN(CC(=O)NC2CCCC2)C(=O)c2csnn2)c1 | i | 0.6 | i
CCOc1ccc(S(=O)(=O)Nc2ccc3c(c2)c2c(n3S(=O)(=O)c3ccc(OCC)cc3)CCCC2=O)cc1 | i | -0.9 | i
Cc1cnc(NC(=O)CSc2nnc(COc3c(C)cccc3C)o2)s1 | i | -0.4 | i
Cc1cc(C)c(S(=O)(=O)c2ccccc2C)c(SCC(C)C)n1 | i | -2.3 | i
CCC(=O)Nc1ccnc(-c2cccnc2)n1 | i | 0.1 | i
O=C(Nc1ccc2c(c1)OCCO2)c1cccnc1 | i | 0.2 | i
Cc1ccc(/C=N/NC(=O)CC(=O)NCc2cccnc2)cc1 | i | -0.7 | i
COc1ccccc1C(=O)Nc1ccccc1N1CCOCC1 | i | -1.0 | i
COc1cccc(NC(=O)C2CCN(S(=O)(=O)c3ccc4c(c3)C(C)(C)C(=O)N4C)CC2)c1 | i | -0.8 | i
O=C(CN1CCC(Cc2ccccc2)CC1)NC(=O)NCc1ccccc1 | i | -1.1 | i
COc1ccccc1N1CCN(C(=O)c2cc3c(-c4ccc(Cl)cc4)nn(C)c3s2)CC1 | i | -0.4 | i
COC(=O)CN1C(=O)N/C(=C/c2ccc(OC)c(C)c2OC)C1=O | i | -0.5 | i

Seven entries from above, as comma-separated lines:
compound,CHT block,STK33 kinase inh,CHT allo act
CCC(=O)Nc1ccnc(-c2cccnc2)n1,i,0.1,i
O=C(Nc1ccc2c(c1)OCCO2)c1cccnc1,i,0.2,i
Cc1ccc(/C=N/NC(=O)CC(=O)NCc2cccnc2)cc1,i,-0.7,i
COc1ccccc1C(=O)Nc1ccccc1N1CCOCC1,i,-1.0,i
COc1cccc(NC(=O)C2CCN(S(=O)(=O)c3ccc4c(c3)C(C)(C)C(=O)N4C)CC2)c1,i,-0.8,i
O=C(CN1CCC(Cc2ccccc2)CC1)NC(=O)NCc1ccccc1,i,-1.1,i
COc1ccccc1N1CCN(C(=O)c2cc3c(-c4ccc(Cl)cc4)nn(C)c3s2)CC1,i,-0.4,i

Following part.
SMILES | CHT block | STK33 kinase inh | CHT allo act
CC(C)CNC(=O)c1cccc(NC(=O)c2ccccc2-c2ccccc2C(=O)O)c1 | i | -0.2 | i
Clc1cccc(Cl)c1CSc1nnc2ccccn12 | i | 0.9 | i
CCc1ccc2cccc3c2c1N=CN3C | i | 0.7 | i
COCCn1nnnc1SCC(=O)c1ccccc1 | i | 1.1 | i
Nc1nc(C(=O)N2CCOCC2)nn1S(=O)(=O)c1ccccc1 | i | 0.3 | i
COC(=O)C(O)(CC(=O)Nc1ccc(Cl)cc1F)C(F)(F)F (stereo not given) | i | -0.3 | i
CCN(CC(=O)NCc1cccs1)C(=O)c1cccc(S(=O)(=O)N2CCc3ccccc32)c1 | i | 0.1 | i
Cc1cc(-c2onc(C)c2C(=O)O)no1 | i | -0.9 | i
O=C1CCC[C@@H]2Cc3[nH]c4c(Cl)ccc(Cl)c4c3[C@@H]3CCN1[C@H]23 | i | -0.9 | i
Cc1cccc(C)c1NC(=O)N1C2CCC1CC(O)(c1cccnc1)C2 (stereo not given) | i | -1.2 | i
O=C(c1cc2cc(F)ccc2[nH]1)N1CCc2ccccc2C1 | i | 0.4 | i
CSc1ccc(CNc2nc3ccccc3n3cnnc23)cc1 | i | 2.1 | i
Cn1nc(-c2ccc(S(N)(=O)=O)s2)cc1C(F)(F)F | i | 0.7 | i
CN(C)c1ccc(/C=N\NC(=O)c2ccc(Cn3cc(Cl)cn3)cc2)cc1 | i | 0.3 | i
Cc1ccc(NNC(=O)c2cc(C)on2)c(C)c1 | i | 0.0 | i
Cc1cc(C)nc(SCC(=O)Nc2sc3c(c2C#N)CCC(C)C3)n1 (stereo not given) | i | -0.8 | i
COc1ccc(CCNC(=O)CSc2nc3[nH]ncc3c(=O)n2-c2ccc(Br)cc2)cc1OC | i | 0.8 | i
COc1ccc(S(=O)(=O)N2CC(=O)Nc3ccccc32)cc1 | i | -2.5 | i
Nc1ccc(-c2cc3ccccc3oc2=O)cc1 | i | -1.8 | i
COc1cc2nc(SCc3c(C)noc3C)n(CCC3=CCCCC3)c(=O)c2cc1OC | i | -0.8 | i
Cc1ccc(NC(=O)Nc2ccc3c(c2)OCO3)cc1F | i | -1.1 | i
N#Cc1ccc(-c2cccnc2)nc1SCC(=O)Nc1sc2c(c1C#N)CCC2 | i | -1.1 | i
Cc1cccc(NC(=O)C2(c3cccs3)CCOCC2)c1 | i | -0.6 | i
Cc1cc(-c2ccccc2)n2nc(C)c(C#N)c2n1 | i | -0.8 | i
C#Cc1ccc([C@H]2C=C(C(=O)NCc3nc4ccccc4[nH]3)O[C@@H](OCC)[C@@H]2CCCO)cc1 | i | -0.7 | i
Cc1sc2ncnc(N3CCC(C(=O)NNC(=O)COc4ccccc4F)CC3)c2c1C | i | 0.7 | i
O=C(c1ccc(Cl)cc1Cl)N1CCN(c2ccccn2)CC1 | i | -0.4 | i
COc1ccccc1NC(=O)COc1ccccc1C(=O)c1cnn(-c2ccccc2)c1 | i | -0.8 | i
CCOC(=O)CN1C(=O)c2ccccc2C1=O | i | -0.8 | i
O=C(O)CN(c1ccccn1)S(=O)(=O)c1ccccc1 | i | 0.4 | i
COc1ccc(NC(=O)N2CCCCC2)cc1 | i | -0.3 | i
C/C(=C\c1ccc(N)cc1)c1nc2ccccc2[nH]1 | i | 0.4 | i
CCCC(OC(=O)CC1Sc2ccccc2NC1=O)C(=O)NCc1ccco1 (stereo not given) | i | -0.8 | i
CN(c1ccccc1C(=O)Nc1ccc2ccccc2c1)S(C)(=O)=O | i | 1.8 | i
CCC(C)[C@H](NC(=O)NCc1ccc(Cl)cc1)C(=O)OC (stereo not given in full) | i | -0.5 | i
CC(=O)Nc1ccc(Nc2cc(C)nc3c(-c4ccccc4)c(C)nn23)cc1 | i | -1.7 | i
COc1ccc(C2=Nn3c(nnc3C(F)(F)F)SC2)cc1 | i | 0.0 | i
C#CCNC(=O)C1=C[C@@H](c2cn(C(C)=O)c3ccccc23)C[C@@H](OCc2ccc(CO)cc2)O1 | i | 1.3 | i
O=c1[nH]cnc2onc(-c3ccc(F)cc3)c12 | i | -1.1 | i
O=C(NC(NC(=S)Nc1c(Cl)cc(Cl)cc1Cl)C(Cl)(Cl)Cl)OCc1ccccc1 (stereo not given) | i | -1.2 | i
Cn1nnnc1SCc1cccc2ccccc12 | i | -1.7 | i
Cc1ccc2[nH]c(C(=O)N/N=C/c3ccccc3O)c(C)c2c1 | i | 1.3 | i
O=C(O)c1cc(NN=C2CCN(Cc3ccccc3)CC2)ccc1Cl | i | -0.6 | i
Cn1c(/C=N/NC(=O)c2ccccc2)nc2ccccc21 | i | -0.5 | i
CN1C[C@@H]2C(c3ccccc3)C3(c4ccc(C#N)cc4)CC2(C3)[C@H]1c1ccccc1 (stereo not given in full) | i | -0.5 | i
CC(C(=O)Nc1ccc2c(c1)OCO2)N(c1ccc(Cl)cc1)S(C)(=O)=O (stereo not given) | i | 0.5 | i
S=c1[nH]nc(-c2ccco2)n1Cc1ccccc1 | i | -1.0 | i
COc1ccccc1N1CCN(C(=O)CCc2ccc(S(=O)(=O)NC(C)C)cc2)CC1 | i | -0.2 | i
O=C(Cc1c(F)cccc1Cl)Nc1ccccn1 | i | -0.8 | i
CC(C)OC(=O)c1ccc(OC(=O)c2cccnc2)cc1 | i | -0.6 | i
COc1cccc(C(C(=O)NC2CCCCC2)N(C(=O)c2ccco2)c2ccc(-n3cnnn3)c(C)c2)c1 (stereo not given) | i | -2.1 | i
N#CC1=C(N)C(C#N)(C#N)[C@H](c2ccncc2)[C@H]2CN(C(=O)OCc3ccccc3)CC=C12 | i | 1.5 | i
COc1cc(C(C)=O)ccc1COc1ccc(C(=O)OCC(N)=O)cc1OC | i | -0.1 | i
CC(=O)c1cccc(NC(=S)NC(=O)Cc2ccc(Cl)cc2)c1 | i | 0.4 | i
CCc1c(C)nc2cc(-c3cc(OC)cc(OC)c3)nn2c1N1CCCC1 | i | 0.4 | i
O=c1cc(-c2ccccc2)nc(SCc2ccccc2F)[nH]1 | i | 0.3 | i
CC(C)(C)C1CCC(=NNC(=S)NCc2ccccc2)CC1 (stereo not given) | i | 0.0 | i
O=C1NN(c2ccc(F)c(Cl)c2)C(=O)/C1=C\c1cccc(OC(=O)c2cccs2)c1 | i | -1.1 | i
CCOC(=O)COc1ccc(S(=O)(=O)Nc2ccc(C)cc2)cc1 | i | -1.0 | i
COC1(NC(=O)c2ccccc2)C(C)=CC(=O)C=C1C | i | -3.0 | i

Entries of single compounds from above. Values in the order: CHT block, STK33 kinase inh, CHT allo act
CCOC(=O)COc1ccc(S(=O)(=O)Nc2ccc(C)cc2)cc1 is entered as i, -1.0, i
COc1ccccc1N1CCN(C(=O)CCc2ccc(S(=O)(=O)NC(C)C)cc2)CC1 is entered as i, -0.2, i
COc1cccc(C(C(=O)NC2CCCCC2)N(C(=O)c2ccco2)c2ccc(-n3cnnn3)c(C)c2)c1 (stereo not given) is entered as i, -2.1, i

Additional compounds follow.
SMILES | CHT block | STK33 kinase inh | CHT allo act
CC(=O)Nc1ccc(NS(=O)(=O)c2ccc3c(c2)NC(=O)CC(=O)N3)cc1 | i | -0.9 | i
Cc1nnc(Sc2nc3c(c(=O)[nH]c(=O)n3C)n2Cc2ccccc2)s1 | i | -0.3 | i
O=C(c1ccc(S(=O)(=O)N2CCCCC2)cc1)N1CCN=C1SCc1cccnc1 | i | / | i
O=C(O)CCC(=O)NNC(=O)COc1cccc(Cl)c1 | i | -0.5 | i
COC(=O)/C=c1\[nH]c2nnc(C)n2c1=O | i | -1.1 | i
CC12CCC(O)CC1=CCC1C2CCC2(C)C1CCC21CCC(=O)O1 (stereo not given) | i | -1.4 | i
Cc1cccc(C)c1NC(=O)/C(C#N)=C/c1ccsc1 | i | -2.5 | i
CC(C)(C)OC(=O)NC(Cc1ccccc1)C(=O)NC(CSC1CCCCO1)C(=O)NN (stereo not given) | i | -0.4 | i
COC(=O)c1ccc2c(=O)[nH]c(CSc3nc(C)cs3)nc2c1 | i | 0.2 | i
CCOC(=O)c1cc(C(=O)Nc2sc3c(c2C#N)CCCC3)nn1C | i | -1.9 | i
CCN(CC)C(=O)C(Sc1ccccc1)c1ccccc1 (stereo not given) | i | -2.2 | i
Cc1ccccc1CN1CCN(C(C)C(=O)NCc2ccccc2)CC1 (stereo not given) | i | 0.0 | i
CCOC(=O)CC(NC(C)=O)c1ccc([N+](=O)[O-])cc1 (stereo not given) | i | -1.1 | i
CC1C(=O)Nc2ccc(S(=O)(=O)NCc3ccc(Cl)cc3)cc2NC1=O (stereo not given) | i | -1.0 | i
CC1(C)ON(C2CCCCC2)[C@H]2c3nc4ccccc4n3C[C@H]21 | i | -0.9 | i
CCOC(=O)CNC(=O)c1c(C)nn(-c2ccccc2)c1Cl | i | -0.9 | i
Cc1ccc(-n2c3c(cc(C(=O)NC4CCSC4=O)c2=O)C(=O)CCC3)cc1 (stereo not given) | i | -0.5 | i
CCC(=O)N=c1sc2cc([N+](=O)[O-])ccc2n1CCOC | i | -0.5 | i
O=C(Oc1c(Cl)cc(Cl)c2cccnc12)c1cccs1 | i | -1.5 | i
Cc1cccc(NC(=O)CSc2ccc(-c3ccc4c(c3)OCO4)nn2)c1C | i | -1.2 | i
Cn1c(N)c(C(=O)COC(=O)C2CC(=O)N(Cc3ccccc3)C2)c(=O)n(C)c1=O (stereo not given) | i | 2.9 | i

Source: PubChem (several laboratories)
